RECQ1 helicase = blocks DNA unwinding by human RECQ1; RECQ1 DNA unwinding, red fluorescence kinetic read; Potency, µM (top dose mostly 57.3 µM), inactives show top-dose activity, negative = inhibition, actives largely listed as inhibitors; actives 0.54% (n = 240,000);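 further: plate controls were vehicle for no effect and no enzyme for full effect; nearly all actives have a fitted effect of over 30% in size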
Target sequence (P46063 whole entry, looked up): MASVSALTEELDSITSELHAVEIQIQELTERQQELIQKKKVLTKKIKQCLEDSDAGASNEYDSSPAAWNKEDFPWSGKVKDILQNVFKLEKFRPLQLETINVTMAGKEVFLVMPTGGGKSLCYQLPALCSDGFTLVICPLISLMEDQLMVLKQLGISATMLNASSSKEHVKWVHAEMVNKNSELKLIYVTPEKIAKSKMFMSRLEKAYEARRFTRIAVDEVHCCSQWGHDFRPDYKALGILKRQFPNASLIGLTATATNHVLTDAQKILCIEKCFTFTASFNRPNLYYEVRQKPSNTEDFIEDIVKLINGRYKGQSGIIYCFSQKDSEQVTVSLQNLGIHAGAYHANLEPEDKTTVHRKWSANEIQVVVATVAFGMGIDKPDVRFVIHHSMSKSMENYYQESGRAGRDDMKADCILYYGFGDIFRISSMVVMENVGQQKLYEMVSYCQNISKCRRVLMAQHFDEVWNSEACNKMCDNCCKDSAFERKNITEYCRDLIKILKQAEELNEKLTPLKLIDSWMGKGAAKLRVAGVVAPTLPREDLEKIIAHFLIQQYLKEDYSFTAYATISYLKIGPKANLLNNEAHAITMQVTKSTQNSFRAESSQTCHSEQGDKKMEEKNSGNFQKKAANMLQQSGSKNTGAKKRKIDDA
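RECQ1T1 50 nM; forked duplex (20 bp + 30-nt ss tails) 200 nM, ATP 2 mM final; pH 8.0, 2 mM MgCl2, 2.5 ug/ml poly(dI-dC); 15 min compound preincubation; discontinuous kinetic read over 2 h at RT.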
TexasRed fluor = Texas Red fluorescence interference in TRb-SRC2 counter-screen. TRb/SRC2 Texas Red total fluorescence interference. Potency, µM (series often up to 106 µM), without a hit: at the highest dose fluorescence change, negative = quenching. actives 0.29% (n = 280,000). AID 1479; active means well fitted curve in either direction with a large enough effect; inconclusive means small, poorly fitted or top-dose-only effect
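Human TRb ligand-binding domain at 0.6 uM with 20 nM Texas Red SRC2 peptide in Tris buffer containing 1 uM T3 and 5% DMSO, incubated with compound 5 h at ambient temperature. Total fluorescence (555/632 nm) calculated as parallel + 2 × perpendicular.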
GoLoco inh red = RGS12 GoLoco-Gai1 interaction inhibition; P63096; Gai1:RGS12 GoLoco peptide FP, rhodamine, 10 min; Potency, µM (titrated, usually from 61.6 µM), for the others: at the highest dose activity, negative = inhibition, hits mostly inhibitors; actives 0.44% (n = 230,000); AID 880; active means well fitted inhibition curve with a large enough effect, not every such curve was filed as active; inactive means no such curve, though single readings can be large or run the other way; further: nearly all actives have a fitted effect of over 30% in size; many of its hits are not listed in these tables
Target sequence (P63096 whole entry, looked up): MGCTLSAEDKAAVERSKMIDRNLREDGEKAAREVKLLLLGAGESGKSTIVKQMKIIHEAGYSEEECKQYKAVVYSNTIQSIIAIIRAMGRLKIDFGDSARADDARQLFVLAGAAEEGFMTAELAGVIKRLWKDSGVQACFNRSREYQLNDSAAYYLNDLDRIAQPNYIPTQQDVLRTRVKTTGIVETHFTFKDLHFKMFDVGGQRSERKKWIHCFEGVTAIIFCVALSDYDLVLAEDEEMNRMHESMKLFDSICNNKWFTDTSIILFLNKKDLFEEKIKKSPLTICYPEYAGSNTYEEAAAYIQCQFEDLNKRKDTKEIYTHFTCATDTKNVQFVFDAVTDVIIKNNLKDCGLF
GAA inh = inhibitors of human lysosomal alpha-glucosidase. AID 1466. actives 0.005% (n = 200,000). purified human GAA, 4-MU-alpha-glucoside fluorescence. Potency, µM (top dose mostly 76.9 µM), for the others: at the top dose activity change, negative = inhibition, actives largely listed as inhibitors;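 further: plate controls were uninhibited enzyme wells for no effect and no-enzyme background for full effect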
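Human enzyme at 4 nM with 400 uM 4-methylumbelliferyl-alpha-D-pyranoside, citrate/phosphate buffer pH 5.0, 0.005% Tween-20, 20 min at room temperature. Compounds up to 77 uM. 4-MU fluorescence (Ex 365/Em 440) read after NaOH/glycine stop; AC50 from Hill fit.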
L3MBTL1 inh = L3MBTL1 (human) inhibition | actives 0.66% (n = 230,000) | Potency, µM (doses to about 57.1 µM), for inactives: top-dose activity, negative = inhibition, usual class: inhibitors | AID 485360 | Q9Y468 | AlphaScreen L3MBTL1–H3K9me1 peptide binding; further: nearly all actives have a fitted effect of over 60% in size
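First, the protein-peptide complex forms for 30 min at room temperature (L3MBTL1 50 nM, biotinylated H3K9me1 peptide 75 nM). Next, compounds are pin-transferred and incubated 30 min. Finally, AlphaScreen beads are added and read after 30 min.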
TRb SRC2 PPI = inhibitors of human thyroid hormone receptor beta-SRC2 interaction; P10828; TRbeta-SRC2 peptide binding, fluorescence polarization; receptor liganded with 1 µM T3; Potency, µM (titrated, usually from 106 µM), without a hit: at the top dose activity change, negative = inhibition, usual class: inhibitors; actives 0.065% (n = 280,000);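 further: plate controls were bound peptide for no effect and peptide without receptor for full effect; nearly all actives have a fitted effect of over 50% in size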
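Fluorescence polarization of 20 nM Texas Red SRC2 peptide with 0.6 uM human TRb ligand-binding domain, in Tris buffer with 1uM T3 and 5% DMSO. Incubated 5 hr ambient; normalized to unbound and bound controls.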
GAA glycogen = alters human alpha-glucosidase cleavage of glycogen. recombinant GAA, glycogen substrate, Amplex Red glucose oxidase fluorescence. Potency, µM (top dose mostly 76.4 µM), for inactives: at the top dose activity change, negative = inhibition, actives largely listed as inhibitors. AID 2100. actives 0.38% (n = 300,000);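 further: 0% = full enzyme reaction and -100% = no-enzyme basal signal; the screen sought inhibitors and activators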
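Recombinant human alpha-glucosidase (4 nM final) hydrolysed bovine liver glycogen (30 ug) for 40 min at 37 C in pH 5.0 citrate/phosphate with 0.01% Tween-20. Released glucose detected by glucose oxidase/Amplex Red, Ex 573/Em 610 nm. Compounds up to 77 uM; AC50 from Hill fits.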
GAA spleen mod = lysosomal alpha-glucosidase (human) modulation; human spleen homogenate, 4-MU-alpha-glucoside fluorescence; Potency, µM (series often up to 79.9 µM), for inactives: at the top dose activity change, negative = inhibition, hits mostly inhibitors; actives 0.006% (n = 240,000); AID 2112;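 further: 0% = enzyme with vehicle and -100% = no enzyme basal signal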
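AC50 values come from Hill-equation fits of concentration-response data, normalized to no-enzyme and full-activity controls. Enzyme source: 1 ug human spleen homogenate; 1 mM fluorogenic 4-MU glucoside, pH 5.0 citrate buffer, 37 C, 40 min.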
The depositor's hits bear a star; i = inactive; ? = inconclusive; nt = no result given; & = joins results of further samples; [ ] = another dose, or the depositor's remark. Unless noted, the call rests on the fitted dose curve; in most records, active means well fitted curve in the direction sought with a large enough effect; inconclusive means small, poorly fitted or top-dose-only effect, or another doubt; inactive means no such curve, though single readings can be large; an effect the other way counts as inactive or inconclusive. Unless noted, on the % scale 0 is the no-effect control and ±100 the full control effect; potency means the concentration at half of the fitted maximal effect. A portion of the library. The share of hits here may be higher or lower than overall.

Sample of the layout:
SMILES | RECQ1 helicase | TexasRed fluor | GoLoco inh red | GAA inh | L3MBTL1 inh | TRb SRC2 PPI | GAA glycogen | GAA spleen mod
CCn1cc(C(=O)N2CCN(c3ccc(OC)cc3)CC2)c2cc(OC)c(OC)cc2c1=O | i | -3%&0% | -7% | -2% | nt | 2%&-1% | 1% | 0%
Cc1ccc(S(=O)(=O)NC(N)=NCCc2ccccc2)cc1C | 1% | -3% | -12% | 8% | 0% | -2% | 2% | 4%
COc1ccc(CC(=O)Nc2cccc(-c3nnc(-c4ccccc4)o3)c2)cc1OC | -15% | -2% | 62%[activator] | -9% | -6%[11.4 µM] | -5% | -2% | -13%

The listing, from the start:
SMILES | RECQ1 helicase | TexasRed fluor | GoLoco inh red | GAA inh | L3MBTL1 inh | TRb SRC2 PPI | GAA glycogen | GAA spleen mod
CCn1cc(C(=O)N2CCN(c3ccc(OC)cc3)CC2)c2cc(OC)c(OC)cc2c1=O | i | -3%&0% | -7% | -2% | nt | 2%&-1% | 1% | 0%
Cc1ccc(S(=O)(=O)NC(N)=NCCc2ccccc2)cc1C | 1% | -3% | -12% | 8% | 0% | -2% | 2% | 4%
COc1ccc(CC(=O)Nc2cccc(-c3nnc(-c4ccccc4)o3)c2)cc1OC | -15% | -2% | 62%[activator] | -9% | -6%[11.4 µM] | -5% | -2% | -13%
COCc1cccc(N2C(=O)CC(C3C=C(C)C4C(=O)N(c5cccc(COC)c5)C(=O)C4C3)C2=O)c1 (centres undefined) | -8% | 1% | 28% | 3% | nt | 1% | 4% | 4%
O=C(COc1ccccc1F)Nc1nnc(-c2ccncc2)s1 | -14% | 0% | 15% | 5% | nt | -4% | 8% | 9%
CC(/C=N/n1c(-c2ccc(C)cc2)n[nH]c1=S)=C\c1ccco1 | -2% | -1% | 14% | 6% | -14% | -7% | -25% | -12%
Cc1c(NC(=O)Cn2ccc([N+](=O)[O-])n2)c(=O)n(-c2ccccc2)n1C | 4% | -3% | -8% | 8% | -11% | -2% | -3% | 0%
Cc1ccc(CC2SC(=Nc3ccccc3)N(c3ccccc3)C2=O)cc1 (centres undefined) | -17% | 6% | 5% | 5% | 14% | -2% | -14% | 0%
COC(=O)C1=C(N)Oc2cc(C)n(Cc3cccnc3)c(=O)c2C1c1ccccc1OC (centres undefined) | -4% | -4% | 2% | -3% | 5% | -7% | 5% | 4%
COc1cccc(-c2nc(N3CCN(C)CC3)c3ccccc3n2)c1O | -16% | -6% | 8% | nt | -9% | -4% | 0% | -6%
CC(=O)c1c(OC(=O)c2ccccc2Br)ccc2c(C)cc(=O)oc12 | 5% | 0% | 5% | -1% | -12% | -9% | -6% | 1%
CCOc1ccc(NC(=O)Nc2ccccc2C(N)=O)cc1 | i | 1% | 0% | ? | 4% | -4% | 17% | -1%
CC1=NN(S(=O)(=O)c2ccc(C)cc2)C(=O)c2ccccc2O1 | i | -1% | 0% | nt | nt | -3% | 2% | 4%
COc1cc(/C=N/NC(=O)c2[nH]nc3c2CCc2ccccc2-3)ccc1O | -3% | -5% | -5% | 2% | 13% | -7% | -2% | 7%
Nn1c(COc2ccccc2)nc2ccccc2c1=O | -3% | 2% | -10% | -9% | -3% | -20% | -10% | -2%
CCN(CC(=O)NCc1ccc(F)cc1)Cc1cc(=O)n2ccsc2n1 | -2% | 0% | -8% | 1% | 9% | 5% | 4% | nt
COc1ccc(NC(=S)Nc2cc(-c3ccccc3)[nH]n2)cc1Cl | -8% | -2% | 10% | -6% | -30% | -4% | ? | 0%
Cc1ccc(S(=O)(=O)NCC(=O)N(CC(=O)NCc2ccco2)Cc2cccs2)cc1 | -3% | 1% | -6% | 0% | 2% | -2% | 2% | -12%
CCCS(=O)(=O)N1CCC(C(=O)NCc2ccc(F)cc2)CC1 | 2% | 0% | -5% | 4% | 5% | -6% | -5% | -9%
Cc1occc1C(=O)NCc1ccc2c(c1)OCO2 | i | 1% | -13% | 0% | nt | -5% | -22% | -2%
Cc1ccc(CCNC(=O)C2CCCN(C(=O)c3cc4sccc4n3C)C2)cc1 (centres undefined) | -5% | -6% | -3% | -1% | -5%[11.4 µM] | -3% | -2% | -15%
CCNC(=O)CC1C(=O)N(c2ccc(C)cc2)C(=O)N1Cc1ccccn1 (centres undefined) | -2% | -1% | 4% | 0% | nt | -8% | 7% | 1%
O=C(NCc1ccccc1Cl)C1CCC(CNc2c(N3CCOCC3)c(=O)c2=O)CC1 (centres undefined) | -10% | -3% | -3% | nt | nt | -3% | 4% | 3%
CCOc1ccc2cc(C3CC(c4ccco4)=NN3S(C)(=O)=O)c(Cl)nc2c1 (centres undefined) | -8% | -5% | 18% | nt | -16% | 0% | -3% | -6%
CCc1c(C)sc(NC(=S)N2CC(C)OC(C)C2)c1C(=O)OC (centres undefined) | 12% | -2% | -6% | -9% | -14% | 4% | -24% | 1%
SMILES | RECQ1 helicase | TexasRed fluor | GoLoco inh red | GAA inh | L3MBTL1 inh | TRb SRC2 PPI | GAA glycogen | GAA spleen mod
COc1cc2c(cc1OC)C(c1ccco1)CC(=O)N2 (centres undefined) | -4% | 0% | 3% | 0% | -1% | 0% | 3% | -8%
CCOC(=O)N/N=C\C=C\c1ccco1 | -8% | 1% | 6% | 0% | -16% | -3% | 4% | -6%
COc1ccc(N(Cc2cc(=O)[nH]c3ccccc23)C(=O)c2ccco2)cc1 | i | -7% | -28% | -15% | 40% | 0% | 9% | 2%
Cc1ccc(-c2cnc3c(Cl)c(C)nn3c2)cc1 | 7% | 2% | 12% | -2% | 33%[activator] | 3% | -7% | -3%
O=C(CSc1cccc[n+]1[O-])Nc1cc([N+](=O)[O-])ccc1Cl | -5% | -10% | -6% | 4% | 11% | -8% | 8% | 0%
CCCn1nnc(NC(=O)Cc2ccc(Cl)cc2)n1 | 0% | 0% | 2% | -11% | -9% | 1% | -3% | -3%
COc1ccccc1/C=C/C=N/NC(=O)c1ccc2nc[nH]c2c1 | -3% | -1% | 6% | -3% | nt | 9% | -1% | 0%
CC(OC(=O)c1cccc(S(=O)(=O)Nc2ccccc2F)c1)C(=O)NCc1ccc2c(c1)OCO2 (centres undefined) | -5% | 4% | 5% | -4% | 4% | 1% | 5% | 2%
CCc1c(C)nc(SCC(N)=O)c(C#N)c1C | -16% | -2% | 0% | ? | nt | 7% | 4% | 0%
O=C(CSc1nnc2ccccn12)c1ccc(OC(F)F)cc1OC(F)F | -15% | 0% | 12% | -13% | -2% | -6% | -6% | 1%
CS(=O)(=O)N(CC(=O)Nc1ccc(S(=O)(=O)N2CCCC2)cc1)c1ccccc1F | 4% | -8% | -1% | -3% | -2% | -3% | -2% | -3%
CO/N=C/CC(=O)c1ccc(-c2ccccc2)cc1 | i | 1% | 7% | 4% | 16% | -2% | -12% | -5%
CC1CCCN(CCC(=O)Nc2ccccc2)C1 (centres undefined) | -15% | -1%[53 µM] | 3% | ? | 2% | -3%[53 µM] | -5% | -1%
Cc1[nH]c2ccccc2c1CCCO | 13% | -3% | 3% | 0% | -8% | -1% | -1% | -1%
CCCN1CCN(C(=O)c2cc(COc3ccc4ncccc4c3)on2)CC1 | i | -4% | -2% | nt | 35%[activator] | -7% | 2% | 2%
Cc1nc2nc(SCC(=O)N3CCOCC3)nn2c(C)c1Cc1ccccc1 | -3% | -1% | 2% | -9% | -3% | -2% | -7% | -2%
Cc1cc(NC(=O)c2ccc(S(=O)(=O)N(C)C)cc2)no1 | -4% | 1% | -5% | -6% | -1% | -2% | -3% | -2%
Cc1nc2cc(C(=O)O)ccc2n1-c1ccccc1 | -4% | -3% | 5% | -2%[15.4 µM] | 8% | -4% | 6% | -4%
NNC(=O)COc1ccccc1[N+](=O)[O-] | -1% | -1% | -8% | 10% | 6% | -4% | 19% | -13%
CCCCCCCNC(=O)C1CC(=O)N(C)C(=Nc2ccc(OC)cc2)S1 (centres undefined) | -18% | -11% | 9% | 3% | 2% | 2% | -5% | -5%
C#CC[N+](CC)(CC)CC#Cc1ccccc1 | -11% | -1% | 7% | nt | 10% | 5% | -5% | 3%
CCCCN(C)CCNC(=O)c1ccc2c(c1)NC(=O)C(N1CCCCC1)S2 (centres undefined) | -1% | -1% | 7% | ? | 2% | -10% | 0% | -14%
COc1ccc(CCNC(=O)CN2C(=O)C3(OCCCO3)c3ccccc32)cc1OC | -7% | 4% | 1% | -19% | 2% | 4% | -4% | 1%
Cc1cc(N2CCN(C(c3ccccc3)c3ccc(Cl)cc3)CC2)n2ncnc2n1 (centres undefined) | i | 0% | 0% | -1% | -2% | 2% | -5% | 3%
COc1cc2c(cc1OC)CN(Cc1cc(OC)c(O)c(OC)c1)CC2 | -8% | -1% | -5% | -2% | 0% | 3% | ? | -7%
SMILES | RECQ1 helicase | TexasRed fluor | GoLoco inh red | GAA inh | L3MBTL1 inh | TRb SRC2 PPI | GAA glycogen | GAA spleen mod
COC(=O)c1cc2c(N)c(C(=O)c3ccccc3)sc2nc1C(OC)OC | -7% | -2% | 4% | nt | 7% | -3% | 2% | -2%
O=C(CSc1nnc(-c2ccc(Br)cc2)o1)N1CCN(C(=O)c2ccco2)CC1 | 1% | -7% | 11% | -15% | 1% | -4% | 3% | 12%
O=C(Nc1nc(-c2ccc(F)cc2)cs1)c1cccnc1 | i | 1% | 1% | 3% | nt | -5% | -1% | 3%
O=S(=O)(NCCSc1ccccn1)c1ccc(Cl)cc1 | -10% | 0% | 11% | -4% | 6% | -5% | -14% | 5%
CCOC(=O)c1ccc(NC(=O)c2ccc(CO)c(C(=O)NC3CCN(C(=O)OCC)CC3)c2)cc1 | -8% | 2% | 6% | -10% | nt | -4% | 10% | 3%
Cc1ccc(CNC(=O)c2cc3c(C)nc4ccccc4c3o2)cc1 | -13% | 0% | 4% | -7% | 10% | -1% | -14% | 4%
CNS(=O)(=O)c1cc(N)ccc1C | i | 2% | 0% | 1% | 6% | 4% | 9% | 1%
